NSD2 block – inhibitors of human NSD2, primary screen, biochemical, plate reader, single point; Histone-lysine N-methyltransferase NSD2 (Homo sapiens), O96028; NSD2-SET H3K36me1 DELFIA fluorescence; inhibition, % at 12.5 µM; 0.07% of 44,000 active; AID 624260, 2012; in the data active = inhibition above about 54%, passing the limit was not always enough;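 also: inhibitors reduce the monomethyl H3K36 fluorescence signal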
Target sequence (O96028 whole entry, looked up): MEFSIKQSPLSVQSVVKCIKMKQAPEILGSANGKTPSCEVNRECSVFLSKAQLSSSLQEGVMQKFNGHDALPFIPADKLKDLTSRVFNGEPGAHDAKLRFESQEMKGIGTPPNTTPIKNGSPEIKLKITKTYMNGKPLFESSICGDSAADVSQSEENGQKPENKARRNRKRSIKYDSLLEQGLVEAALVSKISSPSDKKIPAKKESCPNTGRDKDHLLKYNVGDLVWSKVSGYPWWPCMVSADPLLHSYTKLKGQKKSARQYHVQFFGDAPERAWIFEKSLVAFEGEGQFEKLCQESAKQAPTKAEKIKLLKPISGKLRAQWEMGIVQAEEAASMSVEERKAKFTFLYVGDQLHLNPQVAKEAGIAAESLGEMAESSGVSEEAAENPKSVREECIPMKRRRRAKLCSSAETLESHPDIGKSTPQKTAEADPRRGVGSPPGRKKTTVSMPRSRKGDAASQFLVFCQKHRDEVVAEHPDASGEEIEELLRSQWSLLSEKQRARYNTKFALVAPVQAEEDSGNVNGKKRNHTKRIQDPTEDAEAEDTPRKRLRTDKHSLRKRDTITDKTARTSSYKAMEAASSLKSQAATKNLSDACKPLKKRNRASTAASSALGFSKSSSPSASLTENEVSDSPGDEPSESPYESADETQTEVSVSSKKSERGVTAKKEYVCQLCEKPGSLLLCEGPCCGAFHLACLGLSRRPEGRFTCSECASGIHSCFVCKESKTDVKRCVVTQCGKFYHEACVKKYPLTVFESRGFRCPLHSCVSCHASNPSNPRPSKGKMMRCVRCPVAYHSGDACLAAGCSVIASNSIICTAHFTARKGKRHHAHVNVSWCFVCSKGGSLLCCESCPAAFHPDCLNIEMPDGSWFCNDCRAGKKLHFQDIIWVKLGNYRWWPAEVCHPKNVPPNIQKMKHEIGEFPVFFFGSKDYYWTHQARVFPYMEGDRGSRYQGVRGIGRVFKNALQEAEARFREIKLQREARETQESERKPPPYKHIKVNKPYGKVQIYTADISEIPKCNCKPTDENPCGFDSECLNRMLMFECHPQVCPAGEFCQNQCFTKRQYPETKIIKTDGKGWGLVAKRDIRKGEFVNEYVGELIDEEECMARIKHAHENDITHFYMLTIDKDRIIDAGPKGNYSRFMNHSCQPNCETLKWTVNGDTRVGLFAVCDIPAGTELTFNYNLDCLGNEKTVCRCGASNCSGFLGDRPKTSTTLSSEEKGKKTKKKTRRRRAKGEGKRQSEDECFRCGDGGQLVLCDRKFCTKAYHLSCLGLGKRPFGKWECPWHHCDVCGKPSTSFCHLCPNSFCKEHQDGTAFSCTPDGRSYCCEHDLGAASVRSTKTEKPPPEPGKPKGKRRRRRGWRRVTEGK
Numbers without * were called inactive.

NSD2 block | smiles
3 | C[C@@H]1CN([C@@H](C)CO)C(=O)Cc2cc(NS(=O)(=O)c3cccs3)ccc2O[C@H]1CN(C)C
3 | OC1COC(OCC2OC(OCc3ccccc3)C(O)C(O)C2O)C(O)C1O (stereo not drawn)
1 | COCC(=O)N(C)C[C@@H]1Oc2cc(C#CC(C)C)ccc2S(=O)(=O)N([C@H](C)CO)C[C@H]1C
0 | CNC[C@H]1Oc2ccc(NC(=O)Nc3ccc(OC)cc3)cc2CC(=O)N([C@@H](C)CO)C[C@H]1C
5 | C[C@@H]1CCCCO[C@H](CN(C)Cc2ccc3c(c2)OCO3)[C@H](C)CN([C@H](C)CO)C(=O)c2cc(NS(=O)(=O)c3cn(C)cn3)ccc2O1
-2 | C[C@H]1CN([C@@H](C)CO)C(=O)c2cc(NS(=O)(=O)c3ccc(F)cc3)ccc2O[C@@H]1CN(C)C(=O)Nc1ccc(C(F)(F)F)cc1
-3 | C[C@H](CO)N1C[C@H](C)[C@H](CN(C)C(=O)c2ccncc2)OCCCC[C@H](C)Oc2ccc(NS(C)(=O)=O)cc2C1=O
-6 | C[C@H](CO)N1C[C@H](C)[C@H](CN(C)S(=O)(=O)c2ccc(F)cc2)Oc2ncc(C#Cc3ccc(F)cc3)cc2C1=O
0 | C[C@H](CO)N1C[C@H](C)[C@@H](CN(C)C)Oc2ccc(NS(=O)(=O)c3ccc(Cl)cc3)cc2C1=O
-4 | C[C@H](CO)N1C[C@H](C)[C@H](CN(C)C(=O)Nc2ccc3c(c2)OCO3)Oc2ccc(NS(=O)(=O)c3cn(C)cn3)cc2CC1=O
2 | C[C@@H]1CN([C@@H](C)CO)C(=O)c2cc(NC(=O)C3CC3)ccc2O[C@H]1CN(C)C(=O)Nc1ccc(C(F)(F)F)cc1
2 | CCN(CC)CCOC(=O)c1cc(Cl)c(N)cc1OC
1 | C[C@H]1CN([C@@H](C)CO)S(=O)(=O)c2ccc(-c3ccccc3F)cc2O[C@@H]1CN(C)C(=O)C1CC1
-3 | C[C@@H]1CN([C@@H](C)CO)C(=O)c2cc(C#C[C@@H](C)O)cnc2O[C@@H]1CN(C)Cc1ccc(-c2ccccc2)cc1
-7 | C[C@@H]1CN([C@H](C)CO)C(=O)c2cc(NC(=O)Nc3ccc(F)cc3)ccc2O[C@@H](C)CCCCO[C@@H]1CN(C)Cc1ccc(C(F)(F)F)cc1

The results go on:
NSD2 block | smiles
-1 | Cc1noc(C)c1NC(=O)Nc1cccc2c1O[C@@H](CN(C)Cc1ccc(C(=O)Nc3ccccc3N)cc1)[C@@H](C)CN([C@H](C)CO)C2=O
0 | CNC[C@H]1Oc2ncc(-c3ccccc3F)cc2C(=O)N([C@@H](C)CO)C[C@H]1C
-3 | C[C@@H]1CN([C@@H](C)CO)C(=O)c2cccc(NC(=O)c3ccc(-c4nccs4)cc3)c2O[C@@H]1CN(C)C(=O)Nc1cccc2ccccc12
-3 | C/C=C/c1cnc2c(c1)C(=O)N([C@@H](C)CO)C[C@@H](C)[C@@H](CN(C)C(=O)c1cccc(F)c1)O2
1 | C[C@@H]1CCCCO[C@H](CN(C)C(=O)Nc2ccc(C(F)(F)F)cc2)[C@@H](C)CN([C@@H](C)CO)C(=O)c2cc(NC(=O)Cc3ccccc3)ccc2O1
-3 | Cc1ccc(S(=O)(=O)Nc2ccc3c(c2)C(=O)N([C@H](C)CO)C[C@@H](C)[C@H](CN(C)S(=O)(=O)c2ccc(C)cc2)OCCCC[C@@H](C)O3)cc1
3 | Cc1cc(C)c(O)c(C2(O)C(=O)c3ccccc3C2=O)c1
-1 | C[C@H](CO)N1C[C@H](C)[C@H](CN(C)S(=O)(=O)c2ccc(F)cc2)Oc2ncc(-c3cccc(F)c3)cc2C1=O
15 | CC(C)CC#Cc1ccc2c(c1)O[C@H](CN(C)Cc1ccc(C(=O)O)cc1)[C@@H](C)CN([C@H](C)CO)S2(=O)=O
3 | Cc1noc(C)c1NC(=O)Nc1ccc2c(c1)C(=O)N([C@@H](C)CO)C[C@@H](C)[C@@H](CN(C)S(=O)(=O)c1ccccc1)O2
-8 | C/C(=N\O)C(C)(C)Nc1cc(C(F)(F)F)cc(C(F)(F)F)c1
5 | O=C(N[C@H]1C=C[C@@H](CC(=O)N2CCOCC2)O[C@H]1CO)c1ccc2c(c1)OCO2
-7 | Cc1noc(C)c1S(=O)(=O)N(C)C[C@@H]1Oc2ccc(NS(=O)(=O)c3cccs3)cc2CC(=O)N([C@@H](C)CO)C[C@H]1C
-4 | C[C@@H]1CN([C@@H](C)CO)C(=O)c2cc(NC(=O)CCC(F)(F)F)ccc2O[C@@H](C)CCCCO[C@H]1CN(C)S(=O)(=O)c1cccs1
-4 | CN(C)C(=O)C[C@H]1C[C@H]2c3cc(NC(=O)Nc4ccccc4F)ccc3O[C@H]2[C@H](CO)O1

Shown as tab-separated lines: part of the list above
SMILES	NSD2 block
C/C=C/c1cnc2c(c1)C(=O)N([C@@H](C)CO)C[C@@H](C)[C@@H](CN(C)C(=O)c1cccc(F)c1)O2	-3
C[C@@H]1CCCCO[C@H](CN(C)C(=O)Nc2ccc(C(F)(F)F)cc2)[C@@H](C)CN([C@@H](C)CO)C(=O)c2cc(NC(=O)Cc3ccccc3)ccc2O1	1
Cc1ccc(S(=O)(=O)Nc2ccc3c(c2)C(=O)N([C@H](C)CO)C[C@@H](C)[C@H](CN(C)S(=O)(=O)c2ccc(C)cc2)OCCCC[C@@H](C)O3)cc1	-3
Cc1cc(C)c(O)c(C2(O)C(=O)c3ccccc3C2=O)c1	3
C[C@H](CO)N1C[C@H](C)[C@H](CN(C)S(=O)(=O)c2ccc(F)cc2)Oc2ncc(-c3cccc(F)c3)cc2C1=O	-1

Returning to the listing with the 3 entries that preceded the break.
NSD2 block | smiles
-7 | Cc1noc(C)c1S(=O)(=O)N(C)C[C@@H]1Oc2ccc(NS(=O)(=O)c3cccs3)cc2CC(=O)N([C@@H](C)CO)C[C@H]1C
-4 | C[C@@H]1CN([C@@H](C)CO)C(=O)c2cc(NC(=O)CCC(F)(F)F)ccc2O[C@@H](C)CCCCO[C@H]1CN(C)S(=O)(=O)c1cccs1
-4 | CN(C)C(=O)C[C@H]1C[C@H]2c3cc(NC(=O)Nc4ccccc4F)ccc3O[C@H]2[C@H](CO)O1
21 | C[C@@H]1CN([C@@H](C)CO)C(=O)c2cc(NC(=O)NC3CCCCC3)ccc2O[C@H]1CN(C)S(C)(=O)=O
1 | C[C@H]1CN([C@@H](C)CO)C(=O)c2cc(NC(=O)CCCCCC(=O)Nc3ccccc3N)ccc2O[C@@H]1CN(C)C(=O)Nc1ccc(F)cc1
-4 | C/C=C/c1ccc2c(c1)O[C@H](CN(C)C(=O)NCCC)[C@@H](C)CN([C@H](C)CO)S2(=O)=O
-1 | COc1ccc(-c2ccc3c(c2)O[C@@H](CN(C)C)[C@H](C)CN([C@H](C)CO)S3(=O)=O)cc1
7 | C[C@@H]1CN([C@H](C)CO)C(=O)c2cc(NC(=O)Cc3ccccc3)ccc2O[C@@H]1CN(C)Cc1ccccc1
2 | Cc1cccc(/C=C/c2ccccc2)n1
9 | C[C@@H]1CN([C@H](C)CO)C(=O)c2cc(NS(C)(=O)=O)ccc2O[C@@H](C)CCCCO[C@H]1CN(C)S(=O)(=O)c1ccccc1
-4 | Cc1ccc(S(=O)(=O)Nc2ccc3c(c2)C(=O)N([C@@H](C)CO)C[C@H](C)[C@@H](CN(C)C(=O)Nc2ccc(C(F)(F)F)cc2)OCCCC[C@H](C)O3)cc1
3 | C[C@H]1CN([C@@H](C)CO)C(=O)c2cc(C#CCN(C)C)cnc2O[C@H]1CN(C)C(=O)c1cccc(F)c1
-4 | COc1ccc(S(=O)(=O)N(C)C[C@@H]2Oc3ccc(NS(=O)(=O)c4ccc(F)cc4)cc3CC(=O)N([C@@H](C)CO)C[C@H]2C)cc1
7 | COc1ccc(CN(C)C[C@@H]2OCCCC[C@@H](C)Oc3ccc(NC(=O)NC(C)C)cc3C(=O)N([C@H](C)CO)C[C@H]2C)cc1
-1 | Cc1noc(C)c1S(=O)(=O)N(C)C[C@@H]1Oc2ccc(NS(=O)(=O)c3ccc(Cl)cc3)cc2C(=O)N([C@H](C)CO)C[C@@H]1C
7 | C[C@H]1CN([C@@H](C)CO)C(=O)c2cccc(NC(=O)c3cnccn3)c2O[C@@H]1CN(C)S(=O)(=O)c1ccc(F)cc1
1 | Cc1cc(C(=O)Nc2cccc3c2O[C@@H](CN(C)C(=O)NC2CCCCC2)[C@H](C)CN([C@@H](C)CO)C3=O)n(C)n1
-1 | CC(C)C#Cc1ccc2c(c1)O[C@@H](CN(C)C(=O)c1cnccn1)[C@H](C)CN([C@@H](C)CO)S2(=O)=O

Next part:
NSD2 block | smiles
3 | O=C(CCCCCC(=O)Nc1ccccc1O)N/N=C/[C@H](O)[C@@H](O)[C@H](O)CO
-3 | C[C@H]1CN([C@@H](C)CO)C(=O)c2cc(NC(=O)NC3CCCCC3)ccc2O[C@H]1CN(C)Cc1ccc(Cl)c(Cl)c1
-4 | C[C@H]1CN([C@@H](C)CO)S(=O)(=O)c2ccc(-c3cccc(C#N)c3)cc2O[C@H]1CN(C)C(=O)c1ccccc1
-11 | O=C1O[C@H](c2ccccc2)[C@H](c2ccccc2)N2[C@H]1[C@@H](C(=O)N1CCCCCCC1)[C@]1(C(=O)Nc3ccc(C#CCCO)cc31)[C@H]2c1ccc(O)cc1
1 | C[C@H](CO)N1C[C@H](C)[C@@H](CN(C)S(=O)(=O)c2cn(C)cn2)Oc2c(NC(=O)Nc3ccc(C(F)(F)F)cc3)cccc2C1=O
-4 | C[C@@H]1O[C@@H](O[C@H]2[C@H](O)[C@@H](O[C@@H]3O[C@H](CO)[C@@H](O)[C@H](O)[C@H]3O)[C@H](O[C@H]3CC[C@@]4(C)C(=CC[C@@H]5C4CC[C@@]4(C)C5C[C@@H]5O[C@]6(CC[C@@](C)(CO)O6)[C@@H](C)[C@@H]54)C3)O[C@@H]2CO)[C@H](O)[C@H](O)[C@H]1O (stereo partly drawn)
-3 | CC(C)CC#Cc1cnc2c(c1)C(=O)N([C@@H](C)CO)C[C@H](C)[C@@H](CN(C)Cc1ccc(F)cc1)O2
0 | C[C@@H]1CN([C@@H](C)CO)C(=O)c2cccc(NC(=O)Nc3ccc4c(c3)OCO4)c2O[C@@H]1CN(C)C
0 | C[C@H]1CN([C@@H](C)CO)C(=O)Cc2cc(NC(=O)Cc3cn(C)c4ccccc34)ccc2O[C@H]1CN(C)S(=O)(=O)c1ccc(Cl)cc1
3 | Cc1noc(C)c1NC(=O)Nc1ccc2c(c1)C(=O)N([C@H](C)CO)C[C@@H](C)[C@H](CN(C)C(=O)Nc1ccc(F)cc1)OCCCC[C@H](C)O2
-1 | COc1ccc(S(=O)(=O)Nc2ccc3c(c2)C(=O)N([C@@H](C)CO)C[C@H](C)[C@H](CN(C)Cc2ccncc2)OCCCC[C@@H](C)O3)cc1
8 | CC(=O)N(C)C[C@H]1Oc2ncc(C#Cc3ccccc3)cc2C(=O)N([C@H](C)CO)C[C@@H]1C
-5 | C[C@@H]1CN([C@H](C)CO)C(=O)Cc2cc(NC(=O)c3ccncc3)ccc2O[C@H]1CN(C)Cc1ccc(C(=O)O)cc1
0 | COCCCNC(=O)[C@]1(Cc2ccccc2CN=[N+]=[N-])N=C(c2ccc(OCCCO)cc2)O[C@@H]1c1ccccc1
10 | CCCN(C)C[C@H]1OCCCC[C@H](C)Oc2ccc(NS(C)(=O)=O)cc2C(=O)N([C@H](C)CO)C[C@H]1C

(more compounds)
NSD2 block | smiles
0 | Cc1noc(C)c1S(=O)(=O)Nc1ccc2c(c1)CC(=O)N([C@H](C)CO)C[C@H](C)[C@H](CN(C)C(=O)Nc1ccc(F)cc1)O2
1 | Clc1ccc2c(c1)N=C(N1CCNCC1)c1ccccc1N2
6 | COc1ccc(CN(C)C[C@@H]2OCCCC[C@@H](C)Oc3ccc(NS(=O)(=O)c4ccccc4)cc3C(=O)N([C@H](C)CO)C[C@H]2C)cc1
6 | Cc1noc(C)c1NC(=O)N(C)C[C@H]1Oc2ccc(NC(=O)Nc3ccc4c(c3)OCO4)cc2C(=O)N([C@H](C)CO)C[C@@H]1C
0 | C[C@H](CO)N1C[C@H](C)[C@@H](CN(C)CC2CC2)Oc2ccc(NC(=O)Cc3cn(C)c4ccccc34)cc2CC1=O
-2 | C[C@@H]1CN([C@@H](C)CO)C(=O)Cc2cc(N(C)C)ccc2O[C@H]1CN(C)CC1CC1
4 | COc1ccc(NC(=O)N(C)C[C@H]2Oc3ccc(NC(=O)Nc4ccccc4)cc3C(=O)N([C@@H](C)CO)C[C@@H]2C)cc1
-4 | CC(C)NC(=O)Nc1ccc2c(c1)C(=O)N([C@H](C)CO)C[C@@H](C)[C@H](CN(C)C(=O)Nc1ccc(C(F)(F)F)cc1)OCCCC[C@H](C)O2
-2 | C[C@H]1CN([C@@H](C)CO)C(=O)c2cccc(NC(=O)Nc3ccc4c(c3)OCO4)c2O[C@@H]1CN(C)C(=O)Nc1ccccc1
6 | CC(C)NC(=O)Nc1ccc2c(c1)CC(=O)N([C@H](C)CO)C[C@H](C)[C@@H](CN(C)C(=O)Nc1ccccc1)O2
-2 | Cc1noc(C)c1S(=O)(=O)Nc1ccc2c(c1)C(=O)N([C@H](C)CO)C[C@@H](C)[C@H](CN(C)Cc1ccccc1)OCCCC[C@H](C)O2
12 | COc1ccc(C(C)=O)c(O)c1
1 | C[C@@H]1CN([C@@H](C)CO)C(=O)c2cc(C#CC3CC3)cnc2O[C@@H]1CN(C)C(=O)Nc1ccc(F)cc1
-9 | NC(=O)NCC#Cc1ccc2c(c1)[C@]1(C(=O)N2)[C@H](C(=O)O)[C@H]2C(=O)O[C@H](c3ccccc3)[C@H](c3ccccc3)N2[C@@H]1c1ccccc1OCCO
-4 | CC(C)n1c(C(F)(F)F)nc2cc(C(=O)N3CCOCC3)ccc21
0 | Cc1ccc(S(=O)(=O)Nc2ccc3c(c2)C(=O)N([C@H](C)CO)C[C@H](C)[C@@H](CN(C)C(=O)CCC(F)(F)F)OCCCC[C@H](C)O3)cc1
-1 | C[C@@H]1CN([C@H](C)CO)C(=O)Cc2cc(NS(=O)(=O)c3cccs3)ccc2O[C@@H]1CN(C)Cc1ccc2c(c1)OCO2

Compound activity deposited in PubChem BioAssay by Broad Institute.

Some of the compounds tested; rates above refer to the full screens.
